CHX counter: counter-screen for Shiga toxin inhibitors: cycloheximide protein synthesis inhibition | 300,000 tested, 12% active | cell reporter, cycloheximide protein synthesis inhibition counterscreen | max response, % | AID 2314; in the data active = max response mostly above about 13%, no sharp cut-off; inactive = mostly below about 14%; note: read at 38.3 µM for the half of the compounds with a filed dose; 0% is about no effect
Shiga inhibitor: blocks Shiga toxin action in Vero cells; 290,000 tested, 9.2% active; Vero cells, Shiga toxin protein synthesis inhibition reporter; inhibition, % at 38.7 µM; AID 2315; in the data active = inhibition mostly above about 28%, no sharp cut-off; inactive = mostly below about 43%; note: 0% is about no effect
Giardia FBPA inh: Giardia lamblia aldolase inhibition. purified Giardia FBPA. Potency, µM (top dose mostly 59.6 µM), for the others: at the highest dose activity, negative = inhibition, most hits filed as inhibitors. 290,000 tested, 0.71% active. AID 2451; note: potency is the fitted concentration of half-maximal effect; % is set by controls: 0 for no effect and ±100 for the full control effect; nearly all actives have a fitted effect of over 55% in size
Target sequence (A8B2U2 whole entry, looked up): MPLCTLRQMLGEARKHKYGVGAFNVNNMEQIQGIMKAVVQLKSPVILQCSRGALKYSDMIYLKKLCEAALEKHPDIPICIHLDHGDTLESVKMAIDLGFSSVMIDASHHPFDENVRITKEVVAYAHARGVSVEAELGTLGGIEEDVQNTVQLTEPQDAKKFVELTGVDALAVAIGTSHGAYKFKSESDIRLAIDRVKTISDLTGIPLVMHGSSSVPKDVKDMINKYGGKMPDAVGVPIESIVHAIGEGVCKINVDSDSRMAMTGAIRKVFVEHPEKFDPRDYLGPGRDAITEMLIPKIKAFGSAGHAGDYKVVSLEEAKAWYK
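Giardia FBPA (40 nM reagent) was preincubated 10 min at RT with compound (up to 57.5 uM final), then substrate plus GAPDH/TPI/NAD/arsenate coupling system with diaphorase/resazurin was added; resorufin fluorescence (525/598 nm) was read after 20 min.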
Pf growth 96h: P. falciparum growth inhibition at 96 hour, primary screen for plastid delayed-death inhibitors. P. falciparum luciferase reporter growth, 96 h. Potency, µM (series often up to 28.7 µM), for the others: at the highest dose activity change, negative = inhibition, actives largely listed as inhibitors. 320,000 tested, 6.9% active; note: potency is the fitted concentration of half-maximal effect; % is set by controls: 0 for no effect and ±100 for the full control effect
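96 h incubation, 37 C, 5% CO2, of luciferase-reporter P. falciparum-infected RBCs (2% hematocrit, 0.05% parasitemia final) with test compounds; endpoint luminescence.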
Pf growth 48h: P. falciparum growth inhibition at 48 hours (one generation); P. falciparum luciferase growth in erythrocytes, 48 h; Potency, µM (top dose mostly 28.7 µM), for inactives: at the top dose activity change, negative = inhibition, hits mostly inhibitors; 310,000 tested, 5.9% active; AID 504832; note: potency is the fitted concentration of half-maximal effect; % is set by controls: 0 for no effect and ±100 for the full control effect
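Luciferase-expressing parasites in RBCs, 2% Hct / 0.1% parasitemia final; RPMI 1640 + 0.5% Albumax; 37 C, 5% CO2, one generation; luminescence read-out, lower signal = inhibition.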
HCV inh: blocks hepatitis C virus | Huh7.5.1 HCVcc-Cre infection, luciferase reporter, 44 h | Potency, µM (top dose mostly 41.8 µM), without a hit: at the top dose activity change, negative = inhibition, hits mostly inhibitors | 340,000 tested, 3.4% active; note: potency is the fitted concentration of half-maximal effect; % is set by controls: 0 for no effect and ±100 for the full control effect
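After 44 h co-culture of compound, cells and HCVcc-Cre (~0.5 moi), substrate is added for 15 min at room temperature and luciferase measured over 15 sec. Cells were seeded at 1,000/well and pre-cultured 4 h.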
Active calls of the source: *; ? = inconclusive; . = not tested or not shown; & = joins results of further samples; [ ] = remark or other dose. Unless noted, calls come from the whole dose curve; as a rule, active = well fitted curve in the direction sought with a large enough effect; inconclusive = small, poorly fitted or top-dose-only effect, or another doubt; inactive = no such curve, though single readings can be large; an effect the other way counts as inactive or inconclusive.

# | smiles | CHX counter | Shiga inhibitor | Giardia FBPA inh | Pf growth 96h | Pf growth 48h | HCV inh
1 | Cn1nc(-c2ccc(Cl)cc2)cc1NC(=O)CCCC(=O)O | -2 | -5 | 20% | 26% | 16% | 19%
2 | CCC(=O)Nc1c2c(nc3c1CCC3)CCCC2 | -2 | -10 | 3% | 2.1µM* | 6% | 8%
3 | O=C1/C(=N/n2cnnc2)c2ccccc2N1Cc1ccccc1 | -2 | -5 | -8% | 9.3µM* | -11% | .
4 | CC(=O)N1CCc2cc(S(=O)(=O)CCC(=O)O)ccc21 | -1 | 14 | 2% | ? | 8% | -3%
5 | CSCCC1NC(=S)N(Cc2ccccc2)C1=O (stereo unspecified) | -3 | -3 | 5% | 32%[activator] | ? | 7%
6 | CS(=O)(=O)N1CCc2cc(C(=O)N3CCCCC3)ccc21 | -1 | 0 | 4% | -7% | 4% | -1%
7 | Cc1cc(C)cc(Oc2nc3c(C)cccn3c(=O)c2/C=C(\C#N)C(=O)NC2CCS(=O)(=O)C2)c1 (stereo unspecified) | -3 | 0 | -5% | 12µM* | 13µM* | -3%
8 | CCC(OC(=O)C(C)N1C(=O)C(=O)c2ccccc21)C(=O)Nc1ccccc1OC (stereo unspecified) | -5 | 51 | -19% | 20% | 3% | -17%
9 | COc1ccc(CCN(C)C(=O)CSc2nccn2C)cc1OC | 12 | 13 | 4% | . | -28% | 14%
10 | CCc1ccccc1NC(=O)C1CCCN1C(=O)NCc1ccccc1 (stereo unspecified) | -4 | -11 | 0% | 8% | 12% | 11%

One compound at a time, as listed above. Values in the order: CHX counter | Shiga inhibitor | Giardia FBPA inh | Pf growth 96h | Pf growth 48h | HCV inh
CC(=O)N1CCc2cc(S(=O)(=O)CCC(=O)O)ccc21 is listed as -1 | 14 | 2% | ? | 8% | -3%
COc1ccc(CCN(C)C(=O)CSc2nccn2C)cc1OC is listed as 12 | 13 | 4% | . | -28% | 14%
CS(=O)(=O)N1CCc2cc(C(=O)N3CCCCC3)ccc21 is listed as -1 | 0 | 4% | -7% | 4% | -1%
CCc1ccccc1NC(=O)C1CCCN1C(=O)NCc1ccccc1 (stereo unspecified) is listed as -4 | -11 | 0% | 8% | 12% | 11%
Cn1nc(-c2ccc(Cl)cc2)cc1NC(=O)CCCC(=O)O is listed as -2 | -5 | 20% | 26% | 16% | 19%

The listing continues.
# | smiles | CHX counter | Shiga inhibitor | Giardia FBPA inh | Pf growth 96h | Pf growth 48h | HCV inh
11 | COc1ccc(-c2nn(-c3ccccc3)cc2/C=C(\C#N)C(N)=O)cc1[N+](=O)[O-] | -2 | -6 | -1% | -9% | 1% | 4%
12 | CCc1ccc(NC(=O)C(C)OC(=O)c2ccc(-n3cnnn3)cc2)cc1 (stereo unspecified) | . | . | . | 19% | 0% | -19%
13 | CCCCSc1nc(CCC)cc(=O)[nH]1 | 10 | -16 | -7% | -9% | 22% | 1%
14 | O=C(CC(=O)NCc1ccc(Cl)cc1)NCc1ccccc1 | -3 | -5 | 2% | -8% | 1% | -1%
15 | O=C(COc1ccccc1)Nc1ccc(OC(F)(F)C(F)F)c(NC(=O)COc2ccccc2)c1 | -5 | -7 | 2% | ? | . | ?
16 | Cc1cc(C)n(CC(=O)c2ccc(Br)cc2)c(=O)c1C#N | 5 | -12 | 0% | ? | . | -2%
17 | Cc1ccccc1OCC(=O)Nc1ccc(Cc2ccncc2)cc1 | 11 | 18 | -6% | 38%[activator] | ? | ?
18 | Cc1cccc(NC(=O)CCc2nc3sc4c(c3c(=O)[nH]2)CCCC4)n1 | . | . | . | 1% | ? | 9%
19 | CC1=C(C#N)C(c2cn(-c3ccccc3)nc2-c2cccs2)C(C#N)=C(C)N1 | -9 | -5 | -16% | 44%[activator] | 1.7µM* | 15%
20 | CCCCN(Cc1nc2ccccc2c(=O)[nH]1)C(=O)COc1ccc(F)cc1Cl | . | . | . | 3.7µM* | 2.6µM* | 7%
21 | Cc1cc(NCCCN2CCOCC2)n2ncc(-c3ccccc3)c2n1 | 56* | 78* | 14% | ? | 55%[activator] | ?
22 | Cc1ccc2oc(Nc3nc(-c4ccccc4)cc(=O)[nH]3)nc2c1 | 11 | 3 | 0% | 0.83µM* | ? | 0%
23 | C=CCSc1nncn1/N=C/c1ccc(OC)cc1 | 37* | 76* | -18% | 171%[activator] | 148%[activator] | -4%
24 | CCn1cc(C2C(C(=O)Nc3cc(C)ccn3)=C(C)NC3=C2C(=O)CC(C)(C)C3)c(C)n1 (stereo unspecified) | -2 | -4 | 6% | ? | -16% | 18%
25 | CC1CCCC(NC(=O)COC(=O)c2ccc3ncsc3c2)C1C (stereo unspecified) | . | . | . | 27% | -9% | 11%
26 | CCOc1ccc(NC(=O)COC(=O)c2ncc(Cl)c(Cl)c2Cl)cc1 | 1 | -3 | 8% | 43%[activator] | 18% | 19%
27 | O=C(O)c1ccc(NS(=O)(=O)c2ccc(Cl)cc2)cc1 | 1 | 1 | -9% | 15% | 0% | -2%
28 | OCCC1CN(Cc2cc(F)ccc2F)CCN1CCCc1ccccc1 (stereo unspecified) | -1 | 9 | 11% | 13µM* | ? | 0%
29 | O=C(O)C1OC(Oc2cc3oc(-c4ccccc4)cc(=O)c3c(O)c2O)C(O)C(O)C1O (stereo unspecified) | 11 | 26 | ? | 2% | 15% | 18%
30 | O=S(=O)(c1cccc2cccnc12)N1CCN(c2ccccc2)CC1 | -4 | -7 | 6% | ? | . | 22%

Continued (two carried over from the part before).
# | smiles | CHX counter | Shiga inhibitor | Giardia FBPA inh | Pf growth 96h | Pf growth 48h | HCV inh
29 | O=C(O)C1OC(Oc2cc3oc(-c4ccccc4)cc(=O)c3c(O)c2O)C(O)C(O)C1O (stereo unspecified) | 11 | 26 | ? | 2% | 15% | 18%
30 | O=S(=O)(c1cccc2cccnc12)N1CCN(c2ccccc2)CC1 | -4 | -7 | 6% | ? | . | 22%
31 | CCOCc1nnc(NC(=O)COc2ccc3c(c2)OCO3)s1 | 4 | -9 | -23% | -13% | 1% | 13%
32 | Cc1ccc(NS(=O)(=O)N2CCOCC2)cc1Cl | -6 | 10 | 28% | ? | -10% | 4%
33 | CCCn1c(CN(Cc2ccccc2)Cc2ccccc2)nc2c1c(=O)n(C)c(=O)n2C | -1 | 5 | 22% | 9.3µM* | ? | 7.9µM*
34 | O=C(COC(=O)C1=COCCO1)Nc1c(F)cccc1F | . | . | . | 2% | 1% | -11%
35 | CCOc1ccc(Nc2c3c(nc4ncnn24)CC(C)CC3)cc1 (stereo unspecified) | -1 | -2 | 2% | -3% | -10% | 18%
36 | O=C(Nc1ccnn1C1CCN(C/C=C/c2ccccc2)CC1)c1cccc(F)c1 | 0 | -3 | . | 5% | ? | -16%
37 | CCOC(=O)C(=Nc1ccc(Cl)cc1)NO | -3 | 2 | 1% | -15% | 7% | -5%
38 | CN(C)c1ccc(CN(C(=O)C2COc3ccccc3O2)C2CCS(=O)(=O)C2)cc1 (stereo unspecified) | 4 | -5 | -11% | 5.2µM* | ? | .
39 | N#Cc1c(NC(=O)CSc2nnc(-c3ccccc3O)n2-c2ccccc2)sc2c1CCCC2 | -1 | 14 | 0% | . | 5% | 10%&4%
40 | COc1ccc(NC(=O)COc2ccc(C(=O)c3ccc(F)cc3)cc2)cc1S(N)(=O)=O | -2 | -4 | 6% | -26% | -18% | ?

(further entries)
Below each compound: CHX counter	Shiga inhibitor	Giardia FBPA inh	Pf growth 96h	Pf growth 48h	HCV inh
41	Cc1cccc(NC(=S)Nc2c(C)n(C)n(-c3ccccc3)c2=O)c1C
  -3	0	-7%	57%[activator]	2%	15%
42	CCc1ccc(NC(=S)/N=C(\N)Nc2nc(C)c3cc(CC)ccc3n2)cc1
  9	-3	4%	?	?	16µM*
43	O=C(CCS(=O)(=O)c1cccs1)Nc1ccc(C(=O)NCc2cccs2)cc1
  7	29*	3%	.	?	?
44	CC(C)N1CCN(Cc2ccc(OC3CCCC3)cc2)CC1CCO (stereo unspecified)
  -4	-8	-9%	12µM*	-13%	?
45	O=C(NCC1CCCO1)c1cc2c(=O)[nH]c3ccccc3c2s1 (stereo unspecified)
  3	16	2%	-11%	1%	-14%
46	Cc1cc(C)nc(SCC(=O)OCC(=O)N(C)c2c(N)n(Cc3ccccc3)c(=O)[nH]c2=O)n1
  11	-13	-11%	-16%	8%	9%
47	CCc1noc(C)c1C(=O)N1CCCSC1=Nc1ccccc1C(C)C
  .	.	.	6.6µM*	15µM*	3%
48	O=C(Cc1cccc2ccccc12)NCC(=O)Nc1ccccc1F
  -2	9	11%	42%[activator]	-9%	8%
49	CC(C)(C)c1ccc(OCCC(=O)OCC(=O)Nc2cccnc2Cl)cc1
  .	.	.	3%	-16%	14%
50	C=CCOC(=O)/C(=C/c1cccc2ccccc12)NC(=O)c1ccccc1
  66*	92*	-4%	?	-20%	?
51	CSCCC(NC(=O)c1ccc(Cl)cc1Cl)C(=O)NCc1ccncc1 (stereo unspecified)
  .	.	.	16%	-19%	-14%
52	CCN(C(=O)COC(=O)c1cc(-c2cccs2)nc2ccccc12)C1CCS(=O)(=O)C1 (stereo unspecified)
  -2	-3	-6%	8%	-19%	11µM*
53	Fc1ccc(N/N=C/c2cccnc2)c(F)c1
  31*	73*	4%	-18%	13%	-5%
54	Cc1cc(C)c(OCC(=O)NCC2COc3ccccc3O2)c(C)c1 (stereo unspecified)
  .	.	.	?	?	1%
55	CCOC(=O)C1CCN(c2nc3ccccc3nc2C(C#N)C(=O)NCCc2ccccc2)CC1 (stereo unspecified)
  49*	88	?	9.3µM*	56%[activator]	.
56	COc1ccccc1NS(=O)(=O)c1cc(NC(=O)C2CC2)ccc1N1CCOCC1
  2	18	?	12µM*	?	.
57	Cc1ccc(C)c(NC(=O)CN(C)C(=O)c2cccc(N3C(=O)CCC3=O)c2)c1
  .	.	.	16%	21%	16%
58	COc1ccc(/C(O)=C2\C(=O)C(=O)N(c3cc(C)on3)C2c2cccc(OC)c2OC)cc1C (stereo unspecified)
  -2	-11	23%	-2%	?	8%
59	COc1ccc(CCNC(=O)CCCc2ccccc2)cc1
  1	.	4%	10µM*	7%	-18%
60	CC(=O)NCc1nnc2c3ccccc3c(-c3ccccc3)nn12
  -3	-9	0%	22%	-32%[5.75 µM]	23%
61	O=C(CSc1nnnn1-c1ccccc1)N1CCc2ccccc21
  -3	6	4%	39%[activator]	0%	5%
62	COC(=O)c1cc2c(C)cc3ccc(C)cn3c-2c1C(=O)OC
  0	-16	-14%	.	-2%	4µM*
63	CCn1c(Cc2ccccc2)nnc1SCC(=O)c1cccc([N+](=O)[O-])c1
  1	15	1%	?	?	-28%
64	CS(=O)(=O)Nc1ccc2c3c(cccc13)CC2
  -2	-18	-27%	.	-10%	1%
65	O=C(NC1CC1)C1CCN(c2ccc(S(=O)(=O)N3CCOCC3)cc2Cl)CC1
  -2	-12	6%	73%[activator]	.	22%
66	O=[N+]([O-])c1ccc(O)c(/C=N/Nc2ccccc2[N+](=O)[O-])c1
  16*	34*	-9%	9%	.	?

Assay outcomes (PubChem)
